Screens as filed in PubChem BioAssay.
CD40 NFkB inh: CD40 pathway inhibition in BL2 cells. BL2 NF-kB luciferase reporter, CD40L-induced, 4 h. inhibition, % at 10 µM. 83,000 tested, 0.94% active;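 active = mean inhibition of at least 50% with a set share of replicates also reaching that level; inconclusive = no clear call, values can overlap the other calls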;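 also: 0% = neutral control wells and 100% = IKK inhibitor VII at 50 µM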
* = called active by the depositor; ? = inconclusive; & = joins results of further samples; [ ] = another dose, or the depositor's remark.

SMILES	CD40 NFkB inh
CC1=NN(C(=O)c2cccnc2)C(O)(C(F)(F)F)C1 (stereo not drawn)	5
OC[C@@H]1[C@H](c2ccc(-c3ccc(F)cc3)cc2)[C@@H]2CN(CCC(F)(F)F)CCCCN12	-17[25 µM]
CCN(C(=O)COC(=O)c1ccccc1NCCO)c1cccc2ccccc12	1
CN(Cc1ccccc1C(F)(F)F)C(=O)C1CCC(=O)N(CC2CCCCC2)C1 (stereo not drawn)	0
Cc1cnc(C(=O)OCC(=O)Nc2sc3c(c2C#N)CCC3)cn1	2
O=C(COC(=O)c1cc(-c2ccco2)nc2ccccc12)NCc1ccc2c(c1)OCO2	1
C[C@@H]1CN([C@H](C)CO)C(=O)Cc2cc(NC(=O)Cn3cnnn3)ccc2O[C@H]1CN(C)Cc1ccc(Oc2ccccc2)cc1	-9[25 µM]
N#C[C@@H]1[C@H](c2ccccc2)[C@H](CO)N1C(=O)c1cc(Cl)cc(Cl)c1	-8[25 µM]
CCCCn1c(N)c(N(CCOC)C(=O)C2CCN(S(=O)(=O)c3ccc(F)cc3)CC2)c(=O)[nH]c1=O	8
CCCCn1c2nc3ccccc3nc2c2c(=O)n(CCC)cnc21	16
O=C(COc1ccccc1)NCc1n[nH]c(=S)n1-c1ccccc1	1
CCC(=O)N1[C@H](CO)[C@@H](c2ccccc2)[C@H]1CN(C)C(=O)CN1CCOCC1	-4[25 µM]
COCC(=O)N1[C@H](CO)[C@H](c2ccccc2-c2cccc(OC)c2)[C@@H]1C#N	-8[25 µM]
O=C(NC1CCCCC1NC(=O)c1cccs1)c1cccs1 (stereo not drawn)	14
Cc1ccc(S(=O)(=O)c2nc(S(C)(=O)=O)sc2N2CCCC2)cc1	6
O=C(c1ccccc1F)N(Cc1nc2ccccc2c(=O)[nH]1)C1CCCC1	12
CCOc1ccc(C(=O)NCC(=O)Nc2ccc(N3CCOCC3)cc2)cc1OCC	-15
COc1ccccc1CNC(=O)COC(=O)C1CC1	-9
C[C@H](NC(=O)N(C)C[C@H]1OCc2ccccc2-c2c(n(C)c3ccccc23)C(=O)N([C@@H](C)CO)C[C@@H]1C)c1ccccc1	9
C[C@@H]1CN([C@H](C)CO)C(=O)c2cc(NC(=O)c3ccncc3)ccc2O[C@@H](C)CCCCO[C@H]1CN(C)Cc1ccc(Cl)c(Cl)c1	36[25 µM]
COc1ccc(C(=O)Cc2nnc(C)s2)c(OC)c1	-26
Nc1c(C(=O)Nc2ccc3c(c2)OCCO3)nnn1Cc1ccc(F)cc1	-50
COc1ccc(C2c3ccsc3CCN2C(C)=O)cc1 (stereo not drawn)	-5
O=C(N1CCCC1)C12CC3CC(C1)CC(C(=O)N1CCCC1)(C3)C2	8
CCOc1ccc(C(=O)Cn2cnnc2C#N)cc1	-3
O=C(CN1C(=O)C2CC=CCC2C1=O)Nc1ccccc1N1CCCC1 (stereo not drawn)	4
CCC(=O)N(C[C@@H]1N[C@H](CO)[C@@H]1c1ccc(C#C[C@@H](C)O)cc1)C1CCCCC1	11[25 µM]
CC(OC(=O)c1cc(=O)[nH]c2ccccc12)C(=O)NC1CCCC1 (stereo not drawn)	2
N#CCSc1ccccc1NC(=O)COC(=O)CCN1C(=O)C2CC=CCC2C1=O (stereo not drawn)	-5
O=C(c1ccc(S(=O)(=O)N2CCCCCC2)cc1)N1CCN(Cc2ccccc2)CC1	12
CC(NCC(=O)Nc1cc(S(=O)(=O)N2CCCCCC2)ccc1Cl)c1ccccc1 (stereo not drawn)	17
COc1cccc(C(=O)COc2ccccc2-c2ccccc2)c1	3
CC1(C)Cc2c(c(N3CCOCC3)nc3sc(C(N)=O)c(N)c23)CO1	3
O=C(C[C@@H]1CC[C@@H]2[C@H](COC[C@@H](O)CN2C(=O)Nc2ccccc2)O1)NCc1ccccc1F	1[25 µM]
COc1ccccc1CNC(=O)C1CCN(C(=O)NC2CCCCC2)CC1	6
O=C(NCc1nnnn1-c1ccc(F)cc1)C1CC(=O)N(c2ccc(F)cc2)C1 (stereo not drawn)	8
O=S(=O)(c1ccc(C(F)(F)F)cc1)N1CCN(CCOc2ccccc2)CC1	1
O=C(CNC(=O)c1ccco1)OCc1ccc(C(=O)c2ccccc2)cc1	-9
O=C(CCCn1c(=O)oc2ccccc21)N1CCc2ccccc2C1	-30
CO[C@@H](C(=O)N(C)C[C@@H]1OCc2ccccc2-c2ccccc2C(=O)N([C@@H](C)CO)C[C@@H]1C)c1ccccc1	2[25 µM]
CCCNC(=O)N1CC2(C1)[C@@H](c1ccccc1)[C@H](CO)N2CC1CCOCC1	-1[25 µM]
COc1ccc(NC(=O)N2C[C@H](O)COC[C@@H]3O[C@H](CC(=O)N4CCCCC4)CC[C@H]32)cc1	1[25 µM]
Cc1ccc(S(=O)(=O)C2(C(=O)N3CCCC(C)C3)CC2)cc1 (stereo not drawn)	4
O=C(COc1ccccc1Cl)NNC(=O)Cn1[nH]c(=O)c2ccccc2c1=O	32
COC(=O)[C@H](CCSC)NC(=O)NCc1ccccc1F	7
O=C(Nc1nc2ccccc2[nH]1)C1CCN(S(=O)(=O)c2cccs2)CC1	-24
CCC(=O)N1[C@@H]2Cn3c(ccc(-c4ccc(F)cc4)c3=O)[C@H]1[C@@H](C(=O)N(C)C)[C@@H]2CO	2[25 µM]
O=C(c1cccnc1)N1CC(=O)N2[C@H](CO)[C@H](c3ccc(-c4ccccc4F)cc3)[C@H]2C1	-27[25 µM]
N#C[C@H]1[C@H](c2ccc(C#Cc3ccccc3F)cc2)[C@H](CO)N1C(=O)c1cccnc1	-31[25 µM]
N#Cc1cccc(-c2ccc(C3[C@@H]4CN(C(=O)C5CCC5)C[C@H]3N4)cc2)c1 (stereo partly drawn)	24&-50
CCC1C(=O)c2ccccc2N(C)C1=O (stereo not drawn)	10
O=C(NCc1ccc2c(c1)OCO2)c1cc(COc2c(F)cccc2F)on1	-25
Cc1[nH]c2ccccc2c1C(=O)CCl	-11
CCCc1cc(=O)[nH]c(SCC)n1	10
COc1ccc(-c2noc(N3CCCC(C(=O)Nc4ccc(C(C)=O)cc4)C3)n2)cc1 (stereo not drawn)	-40
COCCNC(=O)c1cc(-c2ccncc2)nc2ccc(S(=O)(=O)N3CCOCC3)cc12	3
O=C(COC(=O)CCc1c[nH]c2ccccc12)NCCc1ccccc1	2
O=C(COC(=O)C1CC2CCCC(C1)C2=O)Nc1ccc(Cl)cn1 (stereo not drawn)	11
Cc1ccccc1CSc1nc2c(c(=O)[nH]1)CCC2	7
c1ccc(SCc2nc(-c3ccncc3)n[nH]2)nc1	-21

Filtered by structure, the entries above with two or more sulfur atoms.
SMILES	CD40 NFkB inh
O=C(NC1CCCCC1NC(=O)c1cccs1)c1cccs1 (stereo not drawn)	14
Cc1ccc(S(=O)(=O)c2nc(S(C)(=O)=O)sc2N2CCCC2)cc1	6
O=C(Nc1nc2ccccc2[nH]1)C1CCN(S(=O)(=O)c2cccs2)CC1	-24

(next part)
SMILES	CD40 NFkB inh
COCCN(CCOC)C(=O)C12CCC(C)(C(=O)C1)C2(C)C (stereo not drawn)	14
COCCN(CCOC)C(=O)c1sc2nc(-c3ccccc3)cn2c1C	-2
CN(CC(=O)NC(=O)Nc1ccccc1F)Cc1ccccc1F	-11
Nc1ccc(C(=O)NNC(=O)C2COc3ccccc3O2)cc1[N+](=O)[O-] (stereo not drawn)	2
O=C(COc1ccccc1Cl)NCCCNC(=O)c1ccncc1	-2
O=C(COC(=O)c1ccc2ccccc2c1)NCc1ccccc1	1
C[C@@H]1CN([C@H](C)CO)C(=O)CCCn2cc(nn2)CO[C@@H]1CN(C)S(=O)(=O)c1ccc(Oc2ccccc2)nc1	-5[25 µM]
COc1ccc(OC(=O)c2cc3ccccc3o2)cc1	-22
O=c1c2c(n3cnnc3n1C1CCCCC1)-c1ccccc1CC21CCCCC1	-9
O=C(c1ccc2c(c1)N(Cc1ccccc1)CCS2)N1CCCCC1	27
CCN(CC)S(=O)(=O)c1ccc(C(=O)NCC(=O)NCc2ccc3c(c2)OCO3)cc1	6
O=C(c1ccc(-n2cncn2)c([N+](=O)[O-])c1)N1CCN(c2cccc(Cl)c2)CC1	16
CC(C)N1CCN(Cc2cnc(N3CCCC3)s2)CC1CCO (stereo not drawn)	1
O=C1CC(NS(=O)(=O)c2cccs2)CN1c1ccc(F)cc1 (stereo not drawn)	9
Cc1ccc(C(=O)NCC(=O)OCc2c(F)cccc2Cl)s1	-114
CC(C)CN(CC(C)C)C(=O)Nc1ccccc1F	15
O=C(CCNC(=O)c1ccco1)Nc1nc2ccccc2s1	-28
Cc1cc(C)n(-c2nnc(C)n2NS(=O)(=O)c2ccc(F)cc2)n1	7
C/C=C/c1ccc([C@H]2[C@@H](CNC(=O)c3ccncc3)N(C(=O)CC)[C@H]2CO)cc1	5
O=C(c1ccccn1)N1C[C@@H]2[C@H](c3ccccc31)[C@H](CO)N2C(=O)C1CCCC1	3

Sorted by length of the SMILES (high to low): part of the list above.
SMILES	CD40 NFkB inh
C[C@@H]1CN([C@H](C)CO)C(=O)CCCn2cc(nn2)CO[C@@H]1CN(C)S(=O)(=O)c1ccc(Oc2ccccc2)nc1	-5[25 µM]
C/C=C/c1ccc([C@H]2[C@@H](CNC(=O)c3ccncc3)N(C(=O)CC)[C@H]2CO)cc1	5
O=C(c1ccccn1)N1C[C@@H]2[C@H](c3ccccc31)[C@H](CO)N2C(=O)C1CCCC1	3
O=C(c1ccc(-n2cncn2)c([N+](=O)[O-])c1)N1CCN(c2cccc(Cl)c2)CC1	16
CCN(CC)S(=O)(=O)c1ccc(C(=O)NCC(=O)NCc2ccc3c(c2)OCO3)cc1	6
Nc1ccc(C(=O)NNC(=O)C2COc3ccccc3O2)cc1[N+](=O)[O-] (stereo not drawn)	2
Cc1cc(C)n(-c2nnc(C)n2NS(=O)(=O)c2ccc(F)cc2)n1	7
COCCN(CCOC)C(=O)C12CCC(C)(C(=O)C1)C2(C)C (stereo not drawn)	14
O=C1CC(NS(=O)(=O)c2cccs2)CN1c1ccc(F)cc1 (stereo not drawn)	9
Cc1ccc(C(=O)NCC(=O)OCc2c(F)cccc2Cl)s1	-114
O=C(COC(=O)c1ccc2ccccc2c1)NCc1ccccc1	1
CC(C)N1CCN(Cc2cnc(N3CCCC3)s2)CC1CCO (stereo not drawn)	1
O=C(CCNC(=O)c1ccco1)Nc1nc2ccccc2s1	-28
COc1ccc(OC(=O)c2cc3ccccc3o2)cc1	-22
CC(C)CN(CC(C)C)C(=O)Nc1ccccc1F	15

Further records follow:
SMILES	CD40 NFkB inh
COc1cc(NC(=O)c2cccs2)c(OC)cc1NC(=O)CCC(=O)Nc1cccc2ncccc12	24
CC(C)OC(=O)N(C)C[C@H]1OCc2ccccc2-c2ccccc2C(=O)N([C@@H](C)CO)C[C@H]1C	16
CC(C)c1ccc(OCc2ccc(C(=O)O)o2)cc1	?
COc1ccccc1C(CNC(=O)c1cccc(NS(=O)(=O)c2ccc(Br)cc2)c1)N(C)C (stereo not drawn)	-1
Cc1noc(C)c1S(=O)(=O)Nc1ccc2c(c1)C(=O)N([C@H](C)CO)C[C@H](C)[C@H](CN(C)Cc1ccc(C(=O)O)cc1)OCCCC[C@@H](C)O2	10[25 µM]
O=C(C(c1ccccc1)c1ccccc1)N1CCOCC1	14
COc1cc(CNn2cn[nH]c2=S)cc(Br)c1OCc1ccccc1F	12
Cc1ccc(S(=O)(=O)N2CCN(C(=O)COC(=O)c3ccc(Cl)c(S(N)(=O)=O)c3)CC2)c(C)c1	-9
COc1ccccc1N1CCN(CC(C(=O)NC(C)(C)C)c2ccccc2)CC1 (stereo not drawn)	7[25 µM]
COc1ccc(C(C)(C)C)cc1NC(=O)COC(=O)C(C)C	1
O=S(=O)(c1ccc(Cl)cc1)N1CCCC(C(F)(F)F)C1 (stereo not drawn)	3
O=C(CCCc1nc2ccccc2s1)Nc1ccc(N2CCOCC2)cc1	-8
COc1ccc(S(=O)(=O)NCC2CCCN(C(=O)c3ccccc3)C2)cc1 (stereo not drawn)	-4
Cc1cccc(-n2cnc3cc(C(=O)NCCN4CCOCC4)ccc32)c1	1
CCc1noc(C)c1C(=O)N1CCN(S(=O)(=O)c2c(C)c(C)cc(C)c2C)CC1	-9
O=S(=O)(Nc1cccc(S(=O)(=O)N2CCCC2)c1)c1ccc(F)cc1	-3
c1ccc(Cn2nnc3c(NCC4CC4)ncnc32)cc1	-15
COC(=O)[C@H](Cc1ccccc1)NC(=O)NCc1cccs1	-12
CCCCC(=O)Nc1cc([N+](=O)[O-])ccc1Cl	-5
O=[N+]([O-])c1cccc2[nH]ncc12	12
COC(=O)c1cccc(NC(=O)C(C)(C)C)c1	7
COc1ccccc1-c1ccc([C@@H]2[C@H](C#N)N(C(=O)C3CCC3)[C@H]2CO)cc1	-4
CN(CC(=O)Nc1ccc(F)cc1)C(=O)COC(=O)C1CCN(c2ccc(C(F)(F)F)cn2)CC1	-4
CO[C@@H]1CN(C)C(=O)c2cc(NC(=O)NC3CCCCC3)ccc2OC[C@H](C)N(CC2CC2)C[C@H]1C	5
CCCC#Cc1ccc([C@@H]2[C@@H](C#N)N(S(=O)(=O)c3cccc(F)c3)[C@H]2CO)cc1	10[25 µM]
O=[N+]([O-])c1cccnc1Oc1cc(Cl)c(Cl)cc1Cl	-3
Cc1ccc(C(O)c2ncc(-c3ccc(Cl)cc3)[nH]2)cc1F (stereo not drawn)	4
O=C(O)c1cc(-c2ccccn2)n[nH]1	8
Cc1ccc(S(=O)(=O)N(C)c2ccc(C(=O)Nc3ccc(C)cn3)cc2)cc1	-6
CN1CCN(C(=O)c2cc3c(C(F)(F)F)nn(C)c3s2)CC1	8
CCS(=O)(=O)Nc1ccc2c(c1)C(=O)N(C)[C@H]1CC[C@H](CC(=O)NCc3ccc(OC)cc3)O[C@@H]1CO2	-1[25 µM]
Cc1ccc(C(=O)Nc2ccc3nccnc3c2)cc1	26
O=C(NCC1CCCO1)c1cccc(S(=O)(=O)Nc2cccc(C(F)(F)F)c2)c1 (stereo not drawn)	14
Cc1ccccc1C(=O)N1CCC(C(=O)OCC(=O)Nc2cccc([N+](=O)[O-])c2C)CC1	1
CCOc1cccc(N(C(=O)Cc2cccs2)C(C(=O)NC2CCCCC2)c2cccn2C)c1 (stereo not drawn)	15
CCOC(=O)c1cc(/C(C)=N/OC(=O)c2ccc(Cl)cc2)on1	4
C/C=C/c1ccc(C2[C@H]3CNC[C@@H]2N3C(=O)Nc2ccc(C(F)(F)F)cc2)cc1 (stereo partly drawn)	-5&5[25 µM]

These rows are one share of the data; count on the stated rates, not on these rows.
